FXIIa inh: blocks human coagulation factor XIIa protease activity; P00748; purified FXIIa, Boc-QGR-AMC fluorogenic substrate, 2 h; inhibition, % at 5 µM; actives 0.3% (n = 220,000); AID 800; in the data active means inhibition above about 40%;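 further: 0% = enzyme with no compound and 100% = blank without enzyme; many of its hits are not listed in these tables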
Target sequence (P00748 20-372 limits assumed): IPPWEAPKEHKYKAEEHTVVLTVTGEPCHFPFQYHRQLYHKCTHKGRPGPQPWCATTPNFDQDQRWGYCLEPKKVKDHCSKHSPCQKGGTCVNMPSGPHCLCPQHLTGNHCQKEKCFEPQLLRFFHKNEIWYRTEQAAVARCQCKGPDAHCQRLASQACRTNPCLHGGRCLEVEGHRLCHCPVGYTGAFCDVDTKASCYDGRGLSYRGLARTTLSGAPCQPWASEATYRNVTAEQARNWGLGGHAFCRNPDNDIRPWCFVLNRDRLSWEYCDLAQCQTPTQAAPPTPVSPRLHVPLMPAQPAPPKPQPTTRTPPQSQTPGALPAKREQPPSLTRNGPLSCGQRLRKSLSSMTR
Target sequence (P00748 373-615 limits assumed): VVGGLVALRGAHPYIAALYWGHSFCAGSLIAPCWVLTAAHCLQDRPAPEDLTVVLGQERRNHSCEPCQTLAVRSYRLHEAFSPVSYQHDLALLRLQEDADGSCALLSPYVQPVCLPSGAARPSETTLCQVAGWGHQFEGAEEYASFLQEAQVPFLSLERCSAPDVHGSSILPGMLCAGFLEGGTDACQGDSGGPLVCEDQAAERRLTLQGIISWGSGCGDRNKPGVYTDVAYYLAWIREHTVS
hK5 inh: inhibitors of human kallikrein 5 | recombinant hK5, fluorogenic AMC substrate cleavage | inhibition, % at 5 µM | actives 0.59% (n = 210,000) | Q9Y337;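 active means inhibition of 40% or more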;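 further: 0% = enzyme controls without compound and 100% = no-enzyme blanks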
Target sequence (Q9Y337 67-293 limits assumed): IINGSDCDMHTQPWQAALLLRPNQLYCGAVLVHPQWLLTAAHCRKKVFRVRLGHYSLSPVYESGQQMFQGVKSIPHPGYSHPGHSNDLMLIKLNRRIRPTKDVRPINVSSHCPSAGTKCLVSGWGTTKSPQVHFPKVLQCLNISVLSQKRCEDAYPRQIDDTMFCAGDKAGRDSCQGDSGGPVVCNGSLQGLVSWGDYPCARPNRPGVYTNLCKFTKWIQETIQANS
Runt-SMMHC FRET: inhibitors of human RUNX1 Runt domain binding to CBFb-SMMHC; inhibition, % at 20 µM; Cerulean-Runt/Venus-CBFb-SMMHC FRET ratio 530/480, 1 h; actives 0.74% (n = 220,000); Q01196+Q13951;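 active means mean inhibition across duplicate retests at 20 µM reaching about 50%, limit read from the data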;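 further: 0% = DMSO wells and 100% = wells with excess untagged CBFb-SMMHC; inhibitors lower the FRET ratio by blocking Runt binding to CBFb-SMMHC; some results filed as inactive read as strong as hits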
Hck Nef HTS: human Hck-Nef kinase inhibition; P08631; Recombinant Hck-YEEI plus Nef, Z-Lyte FRET kinase assay; inhibition, % at 20 µM; actives 0.68% (n = 220,000); AID 463187;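 active means Hck-Nef kinase inhibition above about 50%, limit read from the data; inactive means inhibition below that limit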;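 further: 0% = DMSO with Hck plus Nef and 100% = Hck alone without Nef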
FXIa inh: inhibitors of human coagulation factor XIa; P03951; purified FXIa, Boc-Glu-Ala-Arg-AMC fluorogenic substrate; inhibition, % at 5 µM; actives 0.14% (n = 220,000); AID 798;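 active means inhibition of at least 40%; inactive means inhibition below 40%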;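 further: fluorescence of freed AMC excited at 355 nm; 0% = enzyme without compound and 100% = no enzyme blank; many of its hits are not listed in these tables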
Thrombin inh: inhibitors of human thrombin; P00734; alpha-thrombin, Boc-VPR-AMC fluorogenic substrate cleavage; inhibition, % at 5 µM; actives 0.26% (n = 220,000); AID 1046;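 active means inhibition at or above 40%; inactive means inhibition below 40%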;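 further: 0% = enzyme with no compound and 100% = wells without enzyme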
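Material: human alpha-thrombin protein; Also added: Boc-VPR-AMC substrate, 15 µM final; Timing: enzyme reaction carried out at room temperature; Signal: fluorescence, ex 355 nm, em 460 nm; Measure: % inhibition of thrombin; Controls: enzyme without compound as high, wells lacking enzyme as low.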
Wee1 stabilizer: human Wee1 degradation inhibition, primary screen. P30291. HeLa Luc-Wee1K328M stability, luciferase luminescence; 100% = proteasome inhibitor MG132 effect. reporter increase, % at 5 µM. actives 1.2% (n = 220,000);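 active means activation above the mean of all tested compounds plus 3 SD, set per screening run, cut at about 8.8% in these data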;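 further: cells exposed to compound for 20 h before luminescence read; 0% = DMSO alone and 100% = MG132 at 30 µM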
Runt-CBFb FRET: blocks binding of human RUNX1 Runt domain to CBFb | Q01196+Q13951 | Cerulean-Runt/Venus-CBFb FRET ratio 530/480, 1 h | inhibition, % at 20 µM | actives 0.46% (n = 220,000) | AID 1496;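 active means inhibition over about 50% at 20 µM in the single-dose screen, limit read from the data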;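 further: 0% = DMSO wells and 100% = excess unlabeled CBFb competitor control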
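Assay system: Cerulean-tagged RUNX1 Runt domain (FRET donor) fusion protein / Amount: 100 nM each of Venus-CBFb and Cerulean-Runt domain / Medium: Tris buffer pH 7.5 with salts and BSA / Also added: Venus-CBFb 100 nM / Schedule: 1 h complex formation plus 1 h compound treatment, room temperature / Signal: FRET fluorescence / Read-out: loss of energy transfer signal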
14-3-3 Bad inh: disrupts binding of bovine 14-3-3 zeta to phospho-Bad peptide; TR-FRET 14-3-3zeta/Dy647-pBad peptide displacement, 1 h; inhibition, % at 21.7 µM; actives 0.71% (n = 220,000); AID 781;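 active means inhibition above about 70%, limit read from the data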;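 further: 0% = full 14-3-3 plus peptide FRET controls and 100% = background without 14-3-3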
Starred values were filed as active, the others as inactive; / = no result given; [ ] = dose if it differs, or a comment.

A first look, 3 compounds:
Under each structure – FXIIa inh, hK5 inh, Runt-SMMHC FRET, Hck Nef HTS, FXIa inh, Thrombin inh, Wee1 stabilizer, Runt-CBFb FRET, 14-3-3 Bad inh
O=C(O)CCCCCCCCCC[n+]1ccccc1
    4, -3, -2, -3, 1, -3, 4, 0, -2
C/C(=N\Nc1ccccn1)c1ccc(C#N)cc1
    10, 1, -2, 24, 0, -3, 1, 0, -18
COc1ccc(-c2cc(C(=O)OC3CCOC3=O)c3ccccc3n2)cc1OC (stereo not given)
    -7, 4, -3, -1, 1, 1, 3, -14, -7[fluorescence artefact?]

The list itself, repeating the preview:
Under each structure – FXIIa inh, hK5 inh, Runt-SMMHC FRET, Hck Nef HTS, FXIa inh, Thrombin inh, Wee1 stabilizer, Runt-CBFb FRET, 14-3-3 Bad inh
O=C(O)CCCCCCCCCC[n+]1ccccc1
    4, -3, -2, -3, 1, -3, 4, 0, -2
C/C(=N\Nc1ccccn1)c1ccc(C#N)cc1
    10, 1, -2, 24, 0, -3, 1, 0, -18
COc1ccc(-c2cc(C(=O)OC3CCOC3=O)c3ccccc3n2)cc1OC (stereo not given)
    -7, 4, -3, -1, 1, 1, 3, -14, -7[fluorescence artefact?]
CCN(CC)C(=O)c1cc(C(C)(C)C)c(O)c(C(C)(C)C)c1
    11, -2, -2, 3, 4, -5, -3, -4, -6
COc1cc(C2c3c(n[nH]c3C)C(=O)N2c2ccc(C)cc2)ccc1O (stereo not given)
    -2, -19, 4, 0, 1, 1, -5, 2, -3
O=c1[nH]nc(SCc2ccccc2)c(=O)[nH]1
    13, -11, -6, 4, 4, -3, 1, 0, -19[fluorescence artefact?]
Cn1cc(NC(=O)c2cc(NC(=O)c3cc(NC=O)cn3C)cn2C)cc1C(=O)NCCC(=N)N
    17, 5, -3, 27, 4, 4, /, 2, -4
COC(=O)c1ccccc1NC(=O)CCc1ccccc1
    15, -13, -1, 2, 7, -3, 7, 0, -20
O=C(Cn1nc(C(F)(F)F)cc1C1CC1)NCc1ccccc1F
    0, -15, -4, 3, 2, -5, 1, -2, 2
COC(=O)CCCC1=CC2=C(c3ccccc3)C(=O)C(C)(OC(=O)C3CCCC3)C(=O)C2=CN1Cc1ccc(OC)cc1 (stereo not given)
    7, 0, -12, -17, -1, -3, /, 3, 0
COc1ccccc1C(CNC(=S)NCc1ccccc1)N1CCCC1 (stereo not given)
    -3, -3, -1, 25, 1, -13, 7, 1, -3
CC(=O)Nc1ccc(N2CCN(C(C)=O)CC2)cc1
    26, -8, -12, 0, 4, -3, -2, 0, 30
Cc1cnc(NC(=O)C2CCCC2)s1
    13, 4, 0, 0, -18, -1, 2, -2, 6[fluorescence artefact?]
O=C(O)c1cc2nc(-c3ccc(F)cc3)cc(C(F)(F)F)n2n1
    10, -15, 0, 2, 5, -6, 0, 0, 6
Cc1ccc(F)c(C2C3C=CCC(c4cccc(-c5ccc(N(C)C)cc5)c4)C3C(=O)N2Cc2ccccc2)c1 (stereo not given)
    5, 2, 0, 16, 1, 0, /, 13, 1
CC(C)=C1C2CCC1C1C(=O)N(NC(=O)c3ccco3)C(=O)C21 (stereo not given)
    6, -8, -1, 6, 7, -1, -2, 3, 6
Cc1ccc(NC(=O)NCCCc2ccccc2)cc1
    14, -4, 0, 0, 1, -3, -1, 0, 9
CCn1c(CSc2nc(C)cc(C)n2)nnc1SCC(=O)Nc1ccccc1
    9, -24, -1, 3, -6, 2, -2, -1, -9[fluorescence artefact?]
CN(C)c1oc(-c2ccc(OCc3ccc(Cl)cc3)cc2)nc1C#N
    13, -3, 0, 1, -4, 3, 0, -1, -8[fluorescence artefact?]
O=C(OCc1cc(=O)n2c(n1)sc1ccccc12)c1ccc(O)cc1
    31, -10, 2, 1, 1, 27, 2, -2, 41[fluorescence artefact?]

A second format for part of the listing above:
O=C(O)c1cc2nc(-c3ccc(F)cc3)cc(C(F)(F)F)n2n1
- FXIIa inh: 10
- hK5 inh: -15
- Runt-SMMHC FRET: 0
- Hck Nef HTS: 2
- FXIa inh: 5
- Thrombin inh: -6
- Wee1 stabilizer: 0
- Runt-CBFb FRET: 0
- 14-3-3 Bad inh: 6
CCn1c(CSc2nc(C)cc(C)n2)nnc1SCC(=O)Nc1ccccc1
- FXIIa inh: 9
- hK5 inh: -24
- Runt-SMMHC FRET: -1
- Hck Nef HTS: 3
- FXIa inh: -6
- Thrombin inh: 2
- Wee1 stabilizer: -2
- Runt-CBFb FRET: -1
- 14-3-3 Bad inh: -9[fluorescence artefact?]

Among those listed so far, 2 contain an NH in an aromatic ring.
Under each structure – FXIIa inh, hK5 inh, Runt-SMMHC FRET, Hck Nef HTS, FXIa inh, Thrombin inh, Wee1 stabilizer, Runt-CBFb FRET, 14-3-3 Bad inh
COc1cc(C2c3c(n[nH]c3C)C(=O)N2c2ccc(C)cc2)ccc1O (stereo not given)
    -2, -19, 4, 0, 1, 1, -5, 2, -3
O=c1[nH]nc(SCc2ccccc2)c(=O)[nH]1
    13, -11, -6, 4, 4, -3, 1, 0, -19[fluorescence artefact?]

The main list resumes, repeating the 2 entries before the break.
Under each structure – FXIIa inh, hK5 inh, Runt-SMMHC FRET, Hck Nef HTS, FXIa inh, Thrombin inh, Wee1 stabilizer, Runt-CBFb FRET, 14-3-3 Bad inh
CN(C)c1oc(-c2ccc(OCc3ccc(Cl)cc3)cc2)nc1C#N
    13, -3, 0, 1, -4, 3, 0, -1, -8[fluorescence artefact?]
O=C(OCc1cc(=O)n2c(n1)sc1ccccc12)c1ccc(O)cc1
    31, -10, 2, 1, 1, 27, 2, -2, 41[fluorescence artefact?]
COC(=O)c1cc(C#N)c(N(C)Cc2ccccc2)nc1C
    7, -4, -1, -21, 3, 0, 3, -4, /
O=S(=O)(NCC(c1cccnc1)N1CCN(c2ccc(F)cc2)CC1)c1cccs1 (stereo not given)
    4, -7, -2, -5, -2, 4, -1, -1, -7
CC(C)(C)NC(=O)CN(c1cccc([N+](=O)[O-])c1)S(=O)(=O)c1ccccc1
    13, 4, 2, 21, -1, 2, 6, -1, -4
Cc1ccc(NC(=S)N(Cc2ccco2)C(C)c2cccs2)cc1 (stereo not given)
    11, -11, 4, 0, 0, 3, 1, 1, -3
Cc1nc(N)sc1-c1csc(Nc2ccccn2)n1
    24, -1, 2, 6, 7, 15, -2, 7, -10
Cc1cc(C)c2nc(Nc3nc(-c4ccccc4)cc(=O)[nH]3)nc(C)c2c1
    4, 0, -9, 25, 19, -7, 3, -4, 31
CCOc1cc(S(=O)(=O)N2CCCC2)c(C)cc1C
    22, 31, -5, 10, 28, 29, 0, 2, 0
Cc1cc(C)n(-c2nc(SCC(=O)Nc3nccs3)c3c4c(sc3n2)COC(C)(C)C4)n1
    12, -4, -3, 4, 6, 1, 2, 1, -7[fluorescence artefact?]
Cc1cc(Nc2ccc(Br)cc2F)n2nc(C)nc2n1
    15, 3, -2, 6, 8, 4, 2, -2, -5
Cc1ccc(-n2c(C)cc(C(=O)CSc3nncs3)c2C)cc1
    -5, 21, -7, -6, 7, 56*, 7, -1, -12
COc1ccc(C)cc1NC(=O)C(=O)N/N=C(\C)CC(=O)Nc1cccnc1
    0, -12, 6, 6, -2, -6, -3, 0, -24[fluorescence artefact?]
CCOC(=O)c1cc2ccc(OC(=O)c3ccco3)cc2oc1=O
    5, -192, 62*, 136*, 4, -3, 0, 18, 19[fluorescence artefact?]
OC(COCc1cccs1)CN1CCN(c2ccccc2Cl)CC1 (stereo not given)
    -2, -1, 0, -2, -7, -9, -2, 2, -1
COc1ccc(NC(=O)c2ccc(-n3nc(C)c[n+]3[O-])cc2)cc1
    11, -12, -4, -9, -4, -5, 0, 1, -2
CC(=O)Nc1cccc(/C(C)=N\NC(=O)c2ccc(Cn3nc([N+](=O)[O-])c(Cl)c3C)o2)c1
    6, -8, 7, 10, 9, -2, -2, -3, -10[fluorescence artefact?]
C=CC[C@H]1CC(Cc2ccccc2)=C[C@H](CC=C)N1
    17, 9, -2, -2, 8, -6, 2, -2, -13
O=S(=O)(c1ccccc1)N1CCN(C(=S)NCc2ccccc2)CC1
    8, 2, -1, 31, 0, -1, -2, -1, -14
O=C(C1CN(S(=O)(=O)c2ccccc2)CCN1S(=O)(=O)c1ccccc1)N1CCCCCC1 (stereo not given)
    15, -6, -5, 0, 1, 2, 1, 0, -4
COc1ccccc1CC(NC(C)=O)C(=O)N1CCN(C(=O)Nc2ccccc2Cl)CC1 (stereo not given)
    9, -5, -6, -24, 2, 0, 1, 4, -7[fluorescence artefact?]
COC(=O)C1(C(=O)OC)NOC2C(=O)N(c3ccccc3)C(=O)C21 (stereo not given)
    8, -4, 1, 2, -7, -11, -3, 1, 0

More structures follow:
Under each structure – FXIIa inh, hK5 inh, Runt-SMMHC FRET, Hck Nef HTS, FXIa inh, Thrombin inh, Wee1 stabilizer, Runt-CBFb FRET, 14-3-3 Bad inh
Cc1ccc(Nc2nc(N)nc(CSC(=S)N3CCOCC3)n2)cc1
    21, -7, 0, 0, 4, 5, 3, 0, 2
O=C(c1cn(-c2ccccc2)nc1-c1ccc(Cl)cc1)N1CCOCC1
    0, -8, -2, -2, -3, -7, 1, -4, -5
CC#CCCCC(=O)Nc1cccc(C(=O)O)c1
    6, 17, -12, -1, -10, -6, 5, -1, -7
CN(C)c1ccc(/C=C(\C#N)c2ccccc2)cc1
    -1, -3, -2, -20, -2, -13, 16*, 0, -5
Cc1nc2cc(C(=O)OCC(=O)NC(C)C(C)C)ccc2n1-c1ccccc1 (stereo not given)
    12, -14, -4, 4, 18, 1, -1, -6, -3[fluorescence artefact?]
Cc1oc2ccc(OCc3ccc(Cl)cc3)cc2c1C(=O)O
    -2, -4, 2, 13, -4, -15, 8, 1, 3
O=C(COC(=O)c1ccc(Cl)c(Cl)c1)Nc1cccnc1Cl
    15, -16, 3, 5, 4, -6, -1, -3, -8[fluorescence artefact?]
COc1ccc(Oc2ncnc3sccc23)cc1
    3, -2, 2, 27, -6, -12, -1, -29, -4
O=C(c1ccco1)N1CCN(C(=O)C2CCCc3c2[nH]c2ccc(Cl)cc32)CC1 (stereo not given)
    5, -5, -2, 1, 5, 0, -2, -1, -7
CCC(Oc1ccccc1)C(=O)Nc1ccsc1C(=O)OC (stereo not given)
    14, -15, 4, 5, 10, -3, -3, -3, 0
CCC1Oc2nc(SC)nnc2-c2ccccc2N1C(=O)c1ccccc1 (stereo not given)
    -1, -8, -31, 0, -12, -3, 1, -1, -5
COc1ccc(Cn2cnc3c(NS(C)(=O)=O)c(C)c(C)cc32)cc1
    11, 1, 0, 0, -2, -3, 2, 0, -3
COc1ccc(CCNC(=S)NCc2ccc(Cl)c(Cl)c2)cc1OC
    -9, -24, 1, -14, -5, 2, 0, 1, -13
